Screening data: PubChem BioAssay, several laboratories
AGP1-GFP MLPCN: modulators of TOR pathway AGP1-GFP in S. cerevisiae | GFP response vs DMSO, % at 10 µM | S. cerevisiae AGP1-GFP multiplex flow cytometry, 3 h; GFP as percent of DMSO wells | actives 0.02% (n = 320,000);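 active = GFP response relative to DMSO above a set limit, near screen average plus 3 SD, cut at about 150% in these data; inconclusive = fewer than 70 cells counted for the yeast strain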;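 also: median GFP channel fluorescence of the gated AGP1 strain per well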
GLD-1 RNA inh: GLD-1-TGE RNA interaction inhibition (C. elegans); Q17339; inhibition, % at 5.96 µM; purified GLD-1 + fluorescein TGE RNA, fluorescence polarization; AID 2280; actives 0.44% (n = 320,000);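 active = percent inhibition above a per-plate cutoff, the plate mean of test compounds plus 3 SD, cut at about 30% in these data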;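 also: 0% = DMSO wells with GLD-1 and probe and 100% = wells lacking GLD-1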
Target sequence (Q17339 whole entry, looked up): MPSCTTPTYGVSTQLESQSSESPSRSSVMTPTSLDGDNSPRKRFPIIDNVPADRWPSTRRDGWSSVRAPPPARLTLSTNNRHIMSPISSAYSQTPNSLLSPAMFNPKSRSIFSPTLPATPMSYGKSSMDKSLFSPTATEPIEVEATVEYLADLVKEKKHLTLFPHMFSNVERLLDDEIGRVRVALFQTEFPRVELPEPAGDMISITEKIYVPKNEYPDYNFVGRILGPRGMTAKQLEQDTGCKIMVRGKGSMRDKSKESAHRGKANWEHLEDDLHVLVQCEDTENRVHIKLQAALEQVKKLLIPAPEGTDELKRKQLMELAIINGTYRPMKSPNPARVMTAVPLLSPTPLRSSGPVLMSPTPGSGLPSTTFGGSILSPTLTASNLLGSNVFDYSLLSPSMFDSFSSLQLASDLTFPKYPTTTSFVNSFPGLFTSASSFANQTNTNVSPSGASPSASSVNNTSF
MCL1-BIM inh: inhibitors of human MCL1 binding to BIM-BH3 peptide; Q07820; GST-MCL1 / FITC-Bim-BH3 fluorescence polarization; inhibition, % at 10.9 µM; actives 0.68% (n = 320,000); AID 2057;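 active = inhibition above the mean inhibition of all tested compounds plus 3 SD, set per campaign, cut at about 40% in these data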;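 also: 0% = DMSO wells and 100% = unlabeled Bim-BH3 peptide control; higher means more loss of mP so more displacement of Bim peptide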
BCLXL inh: inhibitors of human Bcl-xL; Q07817; GST-Bcl-xL / FITC-Bim BH3 peptide fluorescence polarization; inhibition, % at 10.9 µM; actives 0.7% (n = 320,000);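 active = inhibition above the mean of all tested compounds plus 3 SD, cutoff set per campaign, cut at about 30% in these data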;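 also: 0% = DMSO wells and 100% = unlabeled Bim-BH3 peptide competitor; inhibitors lower millipolarization by displacing the labeled peptide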
Fam108B inh: blocks mouse Fam108B hydrolase in RBBP9 counter-screen; inhibition, % at 9.51 µM; actives 0.33% (n = 300,000); AID 1947; recombinant Fam108B, FP-Rh probe fluorescence polarization;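 active = inhibition above the screen mean inhibition plus 3 SD, computed separately per campaign, cut at about 18% in these data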;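 also: inhibitors lower polarization as less probe binds the enzyme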
CIT2 TOR yeast: alters CIT2-GFP fluorescence in TOR pathway yeast screen; S. cerevisiae CIT2-GFP strain, flow cytometry, 3 h; 100 means same as DMSO wells; AID 2029; GFP response vs DMSO, % at 10 µM; actives 0.065% (n = 320,000);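 active = GFP response relative to DMSO above a set limit, near the screen mean plus 3 SD, cut at about 150% in these data; inconclusive = Fewer than 70 cells measured for a yeast strain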;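 also: ratio of well median GFP fluorescence to mean of DMSO wells on the plate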
GRK2 aptamer HTS: human GRK2 inhibition via aptamer displacement; bead flow cytometry, FAM-aptamer displacement from GRK2; inhibition of aptamer binding, % at 10 µM; actives 0.59% (n = 330,000); AID 488847;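 active = inhibition of aptamer binding above 40%, roughly 3 SD of noise, on plates passing a quality check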;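 also: median bead fluorescence of bound FAM aptamer so fluorescent compounds give negative values; no value below 0 was filed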
MEX-5 binding: C. elegans MEX-5 TCR-2 RNA binding activity; AID 1832; activity score (negative = inhibition of binding), % at 10 µM; actives 0.38% (n = 300,000); MEX-5/FITC-TCR2 RNA binding, fluorescence polarization; stronger effect = lower value; Q9XUB2;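 active = inhibition past about -25% in most replicates, and total fluorescence under double the plate's negative control median, limit read from the data; inconclusive = replicates evenly split on the limit, or fluorescence at least double controls; inactive = too little inhibition in most replicates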;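 also: 0% = DMSO and -100% = 5 µM competing unlabeled TCR2 RNA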
Target sequence (Q9XUB2 whole entry, looked up): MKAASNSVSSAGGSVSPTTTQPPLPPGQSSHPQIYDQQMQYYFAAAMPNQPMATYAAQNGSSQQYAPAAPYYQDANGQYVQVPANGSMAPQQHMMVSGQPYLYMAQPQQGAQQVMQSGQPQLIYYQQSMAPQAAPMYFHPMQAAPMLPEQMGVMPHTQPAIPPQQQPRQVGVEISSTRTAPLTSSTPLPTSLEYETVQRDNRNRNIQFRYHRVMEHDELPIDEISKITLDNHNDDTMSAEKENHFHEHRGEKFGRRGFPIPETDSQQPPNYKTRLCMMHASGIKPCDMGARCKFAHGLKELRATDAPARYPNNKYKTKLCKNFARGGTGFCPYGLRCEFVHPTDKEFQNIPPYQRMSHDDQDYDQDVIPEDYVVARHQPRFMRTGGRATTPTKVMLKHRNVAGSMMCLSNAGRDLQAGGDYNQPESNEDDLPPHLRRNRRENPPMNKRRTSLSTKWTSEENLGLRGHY
VLA-4 inh: inhibition in a human VLA-4 binding assay; P13612; VLA-4 expressing cells, ligand binding flow cytometry; inhibition, % (about 7 µM as worked out from the volumes in the protocol); actives 0.2% (n = 330,000); AID 2557; in the data active = inhibition above about 50%
Starred values were filed as active, the others as inactive; ? = inconclusive; . = not tested or not shown; [ ] = dose if it differs, or a comment. Outcome played no part in choosing rows. Share with any hit: about 2.2%.

SMILES	AGP1-GFP MLPCN	GLD-1 RNA inh	MCL1-BIM inh	BCLXL inh	Fam108B inh	CIT2 TOR yeast	GRK2 aptamer HTS	MEX-5 binding	VLA-4 inh
O=C(CSc1n[nH]c(-c2ccccc2)n1)c1ccc(O)c(O)c1	101	-7	19	6	2	96	0	-17	11
O=C(CCCc1nc(-c2ccc(Cl)cc2)no1)NC1CCCC1	93	-8	-9	-4	-6	94	0	0.4	-1
COCCCN(C(=S)NC(=O)C12CC3CC(CC(C3)C1)C2)c1c(N)n(Cc2ccccc2)c(=O)[nH]c1=O	90	0	1	2	-2	105	0	-0.4	-1
CCOC(=O)C1(CCOc2ccccc2)CCN(Cc2cc(OC)c(O)cc2Cl)CC1	95	16	4	-1	-5	104	4	2.9	7
Cc1ccccc1NC(=O)COc1ccc2c(c1)OC(C)(C)CC2=O	73	0	-3	5	3	75	0	-0.1	7
Cn1ncc(Cl)c1C(=O)Nc1nnc(C2CC2)s1	96	-4	-5	1	5	95	1	1.9	13
COc1cccc(CNC(=O)c2cc(S(=O)(=O)N3CCOCC3)cn2C)c1	96	1	-4	0	-2	96	2	-0.4	7
c1ccc(-c2nc(N3CCNCC3)nc3ccccc23)cc1	58	6	4	0	0	79	0	2.3	13
Fc1ccc(-n2c(-c3ccc4c(c3)OCO4)n[nH]c2=S)cc1Cl	85	3	-10	-22	4	90	3	-0.1	-5
CC(C)N1CC23C=CC(O2)C(C(=O)OCc2ccccc2)C3C1=O (stereo unspecified)	106	6	2	4	-3	107	1	0.0	1
Cc1cccc(NC(=O)NNC(=O)c2nn(C)cc2Br)c1	102	5	4	4	0	97	2	0.7	-4
Oc1ccc(C(c2nnnn2C2CCCCC2)N2CCOCC2)cc1 (stereo unspecified)	94	3	2	4	4	93	0	1.6	-4
O=C(c1ccco1)N1CCN(Cc2nnnn2C2CCCCC2)CC1	107	-6	4	4	-2	110	2	-3.6	-4
O=Cc1ccccc1-c1cn(CN2C(=O)c3ccccc3C2=O)nn1	80	-10	-7	3	0	89	5	2.2	-18
Cc1ccc(-c2c3c(=O)n(C)c(=O)n(C)c3cn2Cc2ccccc2)cc1	95	1	6	5	4	101	4	-3.4	-22
O=C(Cc1ccccc1)N1CCN=C1SCc1cccc([N+](=O)[O-])c1	100	7	6	4	1	100	0	-1.1	10
Cc1ccc(C(=O)N(c2ccccn2)C(C)c2ccco2)cc1 (stereo unspecified)	100	0	2	-1	1	103	3	0.1	15
CCOc1ccc(N(C(=O)CNC(=O)c2ccco2)C(C(=O)NC2CCCC2)c2ccncc2)cc1 (stereo unspecified)	90	-5	5	2	-2	94	0	-1.3	5
Cc1c(C#N)c2ccccc2n1C	103	6	5	-2	-2	101	0	0.7	0
O=C(Cc1c[nH]c2ccccc12)NNC(=O)c1ccccc1	109	-2	0	4	3	108	3	0.9	4
COc1ccc(C(=O)OCC(=O)Nc2c(C)n(C)n(-c3ccccc3)c2=O)cc1	97	1	.	.	.	107	0	.	5
O=C1c2ccccc2C(=O)c2c1cccc2-n1nnc2ccccc21	107	-4	-6	5	-1	98	0	-1.3	8
CC(=O)Oc1cccc(N2C(=O)C3C4C=CC(C4)C3C2=O)c1 (stereo unspecified)	74	2	-1	-1	0	90	1	-2.2	10
Cc1cccc(C)c1NC(=O)CN(C)S(=O)(=O)c1ccc(-c2ccc(=O)[nH]n2)s1	93	-5	-9	0	-6	94	0	3.3	0
O=C(CC1C(=O)NCCN1Cc1ccccn1)NCCc1ccccc1F (stereo unspecified)	101	21	34	30*	0	107	5	-1.3	-5
New compounds follow.
SMILES	AGP1-GFP MLPCN	GLD-1 RNA inh	MCL1-BIM inh	BCLXL inh	Fam108B inh	CIT2 TOR yeast	GRK2 aptamer HTS	MEX-5 binding	VLA-4 inh
COc1cc(C2/C(=C(/O)c3ccccc3)C(=O)C(=O)N2c2ccccn2)ccc1O (stereo unspecified)	98	4	4	2	-2	95	1	3.6	10
CC(C)CCNC(=O)[C@H](CSCc1ccccc1)N1Cc2ccccc2C1=O	110	3	4	6	-1	106	0	0.6	-8
CCn1ncc(Br)c1C(=O)Nc1cc(C)ccc1F	25[may fluoresce violet]	0	6	10	2	?	6	2.7	6
C=CCn1c(CNS(=O)(=O)c2ccc(Br)cc2)nnc1SC	97	5	4	4	1	105	2	-3.7	11
Cc1nc2ccc(S(=O)(=O)NCC(=O)NCc3ccc4c(c3)OCO4)cc2s1	107	1	4	8	7	108	3	0.9	3
O=C1c2ccccc2C(=O)N1Cc1cccnc1	112	6	5	5	5	107	0	2.1	4
NS(=O)(=O)c1ccc(C(=O)O)cc1	87	-1	-4	-2	4	81	2	0.1	44
COc1cc(C(=O)N2CCC(c3nc(-c4cccnc4)no3)CC2)cc(OC)c1OC	96	3	4	0	0	85	0	0.5	11
CO/N=C/C(NC(=O)c1ccc(C(F)(F)F)cc1)C(=O)OC (stereo unspecified)	104	3	-5	0	0	89	1	0.8	18
O=C(Nc1nc(-c2cccc([N+](=O)[O-])c2)cs1)C(c1ccccc1)c1ccccc1	101	4	7	10	-21	100	0	0.9	10
COc1ccc(C(=O)Nc2ccnn2C2CCN(Cc3cccnc3)CC2)cc1	100	-7	-2	2	0	99	2	-5.0	17
COc1ccc(OC)c(NC(=O)Nc2cc(NC(=O)Nc3cc(OC)ccc3OC)c(C)nc2C)c1	?	8	8	6	4	?	1	-0.5	7
COc1ccccc1CN(C(=O)c1ccco1)C(C(=O)NC1CCCC1)c1ccncc1 (stereo unspecified)	96	1	15	12	-7	105	3	-2.1	2
O=C(Nc1ccnn1C1CCN(Cc2ccc(CO)o2)CC1)c1ccc2c(c1)OCO2	90	7	0	1	5	99	0	-3.6	-2
Cc1cccc(NC(=S)N2CCC(C(=O)c3ccc(F)cc3)CC2)c1C	93	-3	0	1	1	91	0	0.8	-2
Cc1ccc(S(=O)(=O)n2nc(OC(=O)c3ccco3)cc2N)cc1	103	0	8	1	3	92	0	-1.4	24
O=C1CC(N2CCOCC2)C(=O)N1CCN1C(=O)CC(N2CCOCC2)C1=O (stereo unspecified)	100	6	1	3	1	97	1	.	3
Fc1ccc(CSc2nnc3ccc(-c4ccncc4)nn23)cc1	102	-3	13	11	-2	103	0	-1.2	-3
Cc1cc(NC(=O)CCC(=O)N(c2cccc(F)c2)C(C(=O)NC2CCCC2)c2ccccc2)no1 (stereo unspecified)	101	-3	5	0	-4	104	1	0.5	-8
Cc1nc(S/C(=C/c2ccc(-c3cc(Cl)ccc3C)o2)C(=O)O)n[nH]1	98	2	9	11	25*	101	2	-8.5	6
COc1ccc2c(c1)-c1nc(N)sc1CC2	98	-1	8	-2	-6	92	5	-0.2	30
Cc1cccc(NC(=O)Nc2ccc3c(c2)OCO3)n1	98	0	3	-1	0	93	1	-1.1	0
CC(C)CCn1nnnc1C(C(C)C)N1CCC(C(N)=O)CC1 (stereo unspecified)	.	-5	3	6	5	103	2	-1.6	25
CC(C(=O)Nc1ccc2c(c1)OCO2)c1ccc([N+](=O)[O-])cc1 (stereo unspecified)	97	5	2	1	-1	103	5	-1.7	-3
CCOc1ncccc1C(=O)N(C)CC(=O)Nc1ccc(C)cc1	101	3	-7	-4	3	100	1	-0.1	2
The list goes on.
SMILES	AGP1-GFP MLPCN	GLD-1 RNA inh	MCL1-BIM inh	BCLXL inh	Fam108B inh	CIT2 TOR yeast	GRK2 aptamer HTS	MEX-5 binding	VLA-4 inh
O=C1c2cccnc2-c2ncccc21	106	1	4	4	0	108	0	-1.0	-16
Cc1ccc(-c2c(C(=O)NCc3ccccc3)oc(=O)c3ccccc23)cc1	99	3	0	2	1	98	7	3.7	-7
CC(=O)NNc1ncnc2c1cnn2-c1ccc(C)cc1	107	9	5	-2	-4	111	0	-1.6	-9
O=C(CCS(=O)(=O)c1ccccc1F)Nc1ccc(N2CCN(Cc3ccccc3)CC2)cc1	93	6	-9	-6	.	91	0	.	-3
C=C(C)CN(CC)C(=O)CC1C(=O)NCCN1CC(C)(C)C (stereo unspecified)	108	16	15	16	1	101	0	-1.3	4
CCOC(=O)CN(C(=O)CN1CCC(n2nnc3cc(C)ccc32)CC1)c1ccccc1	91	-4	-1	0	-3	89	0	0.5	6
O=C(Nc1ccccc1)c1cccc(N2C(=O)CCC2=O)c1	101	4	2	-1	6	104	0	-0.1	10
Cc1ccn2cc(CCNS(=O)(=O)c3ccc4c(c3)CCCC4)nc2c1	93	-4	-2	-2	0	88	5	0.5	0
CCc1sc(C(=O)Nc2ncccc2C)cc1C	97	3	-1	1	-2	93	2	0.2	-3
CCOC(=O)N1CCN(CCC(=O)Nc2ccc(OC)cc2OC)CC1	103	-4	5	-2	-1	100	2	-2.7	15
OCCC1CN(Cc2cnc(-c3ccc(Cl)cc3)nc2)CCN1C1CCCC1 (stereo unspecified)	95	1	4	-2	-1	105	0	-0.9	3
COc1ccc2cc(C3C(C#N)=C(N)OC(C)=C3C(C)=O)c(Cl)nc2c1 (stereo unspecified)	99	1	9	3	-1	87	0	2.4	11
CCN(CC)S(=O)(=O)c1ccc(C(=O)Oc2coc(CSc3nc(C)cc(C)n3)cc2=O)cc1	112	-6	6	2	8	117	2	4.4	1
COc1ccc(S(=O)(=O)N2CCNC(=O)CC2)cc1	102	6	9	6	5	97	0	1.8	-5
O=C(NCN1C(=O)C2C3C=CC(C3)C2C1=O)OC1CCCCC1 (stereo unspecified)	101	4	-3	3	2	101	1	-0.7	22
CS(=O)(=O)N(CC(=O)NCCSC1CCCCC1)c1ccc2c(c1)OCO2	93	-4	6	12	0	100	0	0.2	-3
Cc1ccc(S(=O)(=O)N2CCC(C(=O)N3CCC[C@H]3C(=O)NCc3ccccc3)CC2)cc1	105	6	3	7	4	91	0	-1.6	-2
O=[N+]([O-])c1cccc2ncccc12	100	-4	1	1	-3	102	4	0.9	2
O=C(Nc1ccccc1)c1ncoc1-c1ccc(Cl)cc1	109	4	-3	-1	3	102	36	.	3
COc1ccc(CCNC(=O)C/C(C)=N/NC(=O)C2CCCCC2)cc1OC	105	-1	11	8	2	104	2	0.2	15
COc1ccc(C(=O)NCC(C)NC(=O)c2ccc(OC)c(OC)c2)cc1OC (stereo unspecified)	99	-5	-1	-2	-3	91	0	0.2	2
CC(=O)Nc1c(O)nc(SCC(=O)Nc2sc3c(c2C#N)CCCCCC3)[nH]c1=O	101	4	16	3	0	101	2	-0.8	6
CCC(=O)c1ccc(OCC(=O)Nc2cccc(S(=O)(=O)N(C)c3ccccc3)c2)cc1	105	0	-4	-1	.	104	1	.	-19
C/C(=N\NC(=S)NCc1ccccc1)c1ccccc1F	94	-4	10	6	0	94	0	-1.8	8
O=C(COc1ncnc2ccccc12)c1ccc(Cl)cc1	96	-12	7	5	3	90	0	-1.5	-3
O=C(CN1CCN(Cc2ccc(F)cc2)CC1)NCCc1ccccc1	94	1	-9	2	0	97	0	0.4	13
Cc1ccc(S(=O)(=O)NCCCCCC(=O)NCCc2ccccc2)cc1	102	15	-6	-5	1	105	0	0.3	-13
O=C(/C=C/c1ccc(F)cc1)N1CCN(Cc2ccccc2)CC1	108	-1	4	5	-1	96	2	1.8	4
